# GIRK2 activator = Activates human GIRK2-containing potassium channels; P48051; HEK293 GIRK2/NPY4 cells, thallium flux fluorescence; activation (% efficacy), % for hits at 37.5 µM; 34,000 tested, under 10 active;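 active = primary screen hit, no activity in plain HEK293 cells, and in GIRK2-only cells above 5% efficacy rising with concentration; inactive = the rest, including fluorescent compounds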;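 also: efficacy is normalized control-subtracted fluorescence 15 s after thallium addition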
# Target sequence (P48051 whole entry, looked up): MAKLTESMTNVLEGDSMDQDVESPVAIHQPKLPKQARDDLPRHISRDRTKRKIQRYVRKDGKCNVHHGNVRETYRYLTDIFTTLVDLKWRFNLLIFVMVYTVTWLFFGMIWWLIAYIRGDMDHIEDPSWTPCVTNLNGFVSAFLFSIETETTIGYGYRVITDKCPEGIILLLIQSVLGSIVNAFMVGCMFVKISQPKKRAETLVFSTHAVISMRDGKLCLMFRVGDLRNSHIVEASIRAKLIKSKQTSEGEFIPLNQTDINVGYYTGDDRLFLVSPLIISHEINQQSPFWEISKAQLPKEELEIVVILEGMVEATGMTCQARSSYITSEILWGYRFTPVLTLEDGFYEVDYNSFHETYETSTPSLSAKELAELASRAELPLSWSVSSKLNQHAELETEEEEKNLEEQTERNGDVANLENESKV
# Calls only; i = inactive. The list is partial; rates above refer to the full screens.
Structure	GIRK2 activator
O=S(=O)(c1cccs1)N1CCC(c2nc(-c3cccs3)no2)CC1	i
CCCn1c(=O)c2ccc(C(=O)NCC(C)C)cc2n2c(=O)n(Cc3ccc(F)cc3Cl)nc12	i
O=C(Cn1cnc(-c2ccccc2)cc1=O)NCCn1ncccc1=O	i
COc1cccc(OC)c1C(=O)Nc1ccc(N2CCCC2=O)cc1	i
NC(=O)c1ccccc1NC(=O)c1ccc(=O)n(Cc2c(F)cccc2Cl)c1	i
O=C(NCC(O)(c1ccco1)C1CC1)c1cc2ccccc2oc1=O (stereo not drawn)	i
NS(=O)(=O)c1ccc(CCNC(=O)c2n[nH]c3ccccc23)cc1	i
COc1ccccc1Cc1noc(C2CN(CC(=O)NCc3ccc4c(c3)OCO4)C2)n1	i
O=C(/C=C/c1cccs1)Nc1nnc(Cc2ccc(Cl)s2)o1	i
COC(=O)c1ccc(NC(=O)CCc2csc(NC(=O)c3ccc[nH]c3=O)n2)cc1	i
COc1ccc(OC)c(S(=O)(=O)Cc2nc(-c3ccc(OC)c(OC)c3)no2)c1	i
COc1ccc(-c2cc(=O)[nH]c(SCc3nc(-c4cc(OC)c(OC)c(OC)c4)oc3C)n2)cc1	i
COc1c(C)cc(S(=O)(=O)Nc2ccc(CC(=O)NC3CC3)cc2)cc1C	i
COc1ccc(NS(=O)(=O)c2cccc(C)c2)cc1N1CCCCC1=O	i
Cc1cc(C(=O)NCC2CCN(C(=O)c3cc4ccccc4o3)CC2)c(C)o1	i
O=S(=O)(c1ccccc1)c1[nH]c(-c2ccccc2)nc1SCc1ccccn1	i
COc1ccccc1Cc1noc(C2CN(C(=O)c3ccc(S(=O)(=O)N(C)C)cc3)C2)n1	i
COc1ccc(S(=O)(=O)Nc2nc(C(=O)N3CCCCCC3)cs2)cc1	i
O=C(NCCc1ccc(Cl)cc1)C(=O)Nc1cccc([N+](=O)[O-])c1	i
COC(=O)c1ccc(CN2CCC(c3nnc(-c4ccco4)s3)CC2)cc1	i
CCCNC(=O)Cn1nc2c(c1NC(=O)CC1CCCC1)CSC2	i
Cc1cc(Cl)ccc1OC(C)C(=O)Nc1ccccc1 (stereo not drawn)	i
CCC(C)NC(=O)c1ccc2c(=O)n(C(C)C)c3nn(C)c(=O)n3c2c1 (stereo not drawn)	i
Cc1cc(CNC(=O)C(=O)Nc2ccc3c(c2)N(S(C)(=O)=O)CCC3)c(C)o1	i
CC(C)(C)C(=O)NCCN1CCN(c2ccccc2F)CC1	i
CN(C)CCCn1c(C2CC(=O)N(c3cccc(C(F)(F)F)c3)C2)nc2ccccc21 (stereo not drawn)	i
Cc1cc(C(=O)Nc2nc3c(s2)CN(C)CC3)no1	i
COc1cc(-c2ccc(SCC(=O)Nc3ccc(C)c(F)c3)nn2)cc(OC)c1OC	i
COc1ccc(OC)c(NC(=O)/C(C#N)=C/c2ccc(C(C)C)cc2)c1	i
COc1ccc(NC(=O)CC2SC(=O)N(CC(=O)c3ccccc3)C2=O)cc1 (stereo not drawn)	i
COCCNC(=O)C(=O)Nc1ccc(-c2nnc(Nc3ccc(OC)cc3)s2)cc1	i
Cc1cccc(Cn2c(=O)c3nscc3n(CC(=O)NCc3ccco3)c2=O)c1	i
CCOc1ccc(N2CC(c3nc4ccccc4n3Cc3ccccc3F)CC2=O)cc1 (stereo not drawn)	i
O=C(Nn1cnc2c(cnn2-c2ccccc2)c1=O)c1cc2ccccc2o1	i
O=C(Cc1csc(SCC(=O)c2ccccc2)n1)NCCc1ccc(F)cc1	i
O=C(c1csc(Nc2cccc(Cl)c2)n1)N1CCN(c2ccccc2)CC1	i
COC(=O)c1ccc(S(=O)(=O)N2CCC(Cn3ccnc3C)CC2)cc1	i
COc1ccc(OCCn2c(C3CC(=O)N(c4ccc(F)cc4)C3)nc3ccccc32)cc1 (stereo not drawn)	i
O=C(c1cccs1)N1CCc2ccc(NS(=O)(=O)c3ccc(F)cc3F)cc21	i
COc1cc(OC)cc(C(=O)Nn2cnc3c(cnn3-c3ccc(C)cc3)c2=O)c1	i
CCn1nnc2c(NCc3ccco3)ncnc21	i
COC(=O)N1CCC(CNC(=O)C(=O)Nc2ccc(C)c(F)c2)CC1	i
Cn1c(=O)c2cc(C(=O)NCCc3ccccc3)sc2n(C)c1=O	i
CCOC(=O)N1CCC(NC(=O)C(=O)Nc2nccs2)CC1	i
O=C(Nc1nc2ccccc2s1)c1cc(-c2cccs2)n(C2CCS(=O)(=O)C2)n1 (stereo not drawn)	i
CCN1CCN(C(=O)CCN2C(=O)c3ccccc3S2(=O)=O)CC1	i
Clc1ccc(-c2noc(-c3ccc4c(c3)OCCO4)n2)cc1	i
O=C(NC1CCCCCC1)C1CCN(c2ccc(-c3ccc(Cl)cc3)nn2)CC1	i
CS(=O)(=O)N1CCC(CNC(=O)C(=O)NCc2cccs2)CC1	i
Cn1nc(-c2cccc(NS(=O)(=O)c3ccc4c(c3)OCCO4)c2)ccc1=O	i
CC1CC(=O)Nc2c1c(NC(=O)c1cc(-c3ccco3)[nH]n1)nn2C (stereo not drawn)	i
Cc1cc(C)c(NC(=O)Cn2c(C)cc(C)c(S(=O)(=O)c3ccccc3)c2=O)c(C)c1	i
Cc1nn(-c2nc(C)c(C)c(=O)[nH]2)c(C)c1CCC(=O)Nc1ccc(C(F)(F)F)cc1	i
CC(C)(C)c1ccc(OCC(=O)Nc2ccc3c(c2)N(C(=O)C2CC2)CC3)cc1	i
O=S(=O)(c1ccc2nncn2c1)N(Cc1ccccc1F)c1ccc2c(c1)OCCO2	i
CCOc1cn2c(cc1=O)C(=O)N(CCNC(=O)c1cc(OC)c(OC)c(OC)c1)CC2	i
CCOC(=O)C1C(=O)CC(C)(O)C(C(=O)OCC)C1c1ccc(C)cc1 (stereo not drawn)	i
COC(=O)Nc1ccc(CC(=O)NCC(F)(F)F)cc1	i
COc1ccc([N+](=O)[O-])cc1NC(=O)CCCS(=O)(=O)c1ccccc1	i
COc1ccc(F)cc1S(=O)(=O)NCCOc1ccc(-c2ccc(F)cc2)nn1	i

# New compounds follow.
Structure	GIRK2 activator
O=C(CCCS(=O)(=O)c1ccccc1)Nc1nc2c(s1)Cc1ccccc1-2	i
COc1ccc(NC(=O)Cn2cnc3c(-c4ccccc4)csc3c2=O)cc1	i
CS(=O)(=O)NCC(c1ccco1)N1CCN(c2ccc(F)cc2)CC1 (stereo not drawn)	i
CC(C)NC(=O)CSc1nnnn1-c1ccccc1Cl	i
COc1ccc(-c2ccc(=O)n(CCNC(=O)Nc3ccccc3F)n2)cc1OC	i
O=C(COc1ccc2ccccc2c1)NCC(=O)N1CCOC(c2ccccc2)C1 (stereo not drawn)	i
CN1C(=O)N(C)C2(CCN(C(=O)Cc3ccc(Cl)cc3)CC2)C1=O	i
COCCNC(=O)Cn1nc2c(c1NC(=O)c1cccc(C(F)(F)F)c1)CSC2	i
Cc1cc(C)n(CC2CCN(C(=O)c3c(F)cccc3Cl)CC2)n1	i
O=C(NCCn1ncc2c(N3CCOCC3)ncnc21)c1ccc2c(c1)OCO2	i
COC(=O)c1ccc(NC(=O)CCCn2nc(-c3ccc(C)cc3)ccc2=O)cc1	i
COC(=O)c1ccc(NC(=O)c2nnn(-c3ccccc3)c2C)cc1	i
CC(C)(C)c1nnc(SCc2ccc([N+](=O)[O-])cc2)n(N)c1=O	i
COc1ccc(-c2cc(=O)n(CC(=O)NCc3cccs3)cn2)cc1	i
CSc1cccc(NC(=O)CSc2nccn3nc(-c4ccccc4)cc23)c1	i
COCC(=O)NCCn1ncc2c(N3CCOCC3)ncnc21	i
CCCCOc1ccc(C(=O)N2CCOC(c3ccccc3)C2)cc1 (stereo not drawn)	i
CCOC(=O)c1c(-c2ccco2)csc1NC(=O)CN1CCN(C)CC1	i
Cc1ccccc1CC(=O)NCCn1nc(-c2cccs2)ccc1=O	i
Cc1nccn1CC1CCN(C(=O)Nc2cccs2)CC1	i
COc1ccc(NC(=O)Nc2ccc(Nc3ccc(-n4nc(C)c(C)c4C)nn3)cc2)cc1	i
O=C(COc1ncccn1)Nc1cccc(Cl)c1Cl	i
O=C(NCCCn1cccc1)c1ccc(F)c(F)c1	i
CCc1ccc(S(=O)(=O)Nc2ccc3c(c2)N(C(=O)C(C)(C)C)CC3)s1	i
COc1cccc(S(=O)(=O)N2CCOC(c3ccc(C(F)(F)F)cc3)C2)c1 (stereo not drawn)	i
CCOc1ccc(CC(=O)Nc2nn(C)c3c2C(c2ccco2)CC(=O)N3)cc1 (stereo not drawn)	i
Cc1ccc(S(=O)(=O)CCCC(=O)Nc2cccc(-c3nc4ccccc4[nH]3)c2)cc1	i
O=C(CS(=O)(=O)Cc1ccccc1)Nc1ccc2c(c1)C(=O)NC2=O	i
O=C(c1cc(-c2ccco2)[nH]n1)N1CCC(Cn2cccn2)CC1	i
CCOC(=O)Cc1csc(NC(=O)c2coc(NC(=O)c3ccsc3)n2)n1	i
CCc1cccc(N2C(=O)N(CC(=O)NCc3ccc(OC)cc3)c3ccccc3S2(=O)=O)c1	i
NCc1cc2ccccc2s1	i
O=C(NCC1CCN(C2CCCC2)CC1)C1CCCCC1	i
CC(C)(C)c1cc(Br)ccc1OCC(=O)Nc1ncn[nH]1	i
CCn1nnc2c(NCCc3c[nH]c4ccccc34)ncnc21	i
CC(=O)N1CCN(C(=O)Cn2cnc(-c3ccc(C)cc3)cc2=O)CC1	i
COc1ccc(CNC(=O)C(=O)Nc2c3c(nn2-c2ccc(C)cc2)CSC3)cc1	i
COc1ccc(N(C)S(=O)(=O)c2ccsc2-c2nc(-c3ccc(SC)cc3)no2)cc1	i
Cc1cc(NC(=O)CC2CCCC2)n(-c2nc(-c3ccccc3)cs2)n1	i
Cc1ccc(Cl)cc1S(=O)(=O)NCC1CCN(C(=O)c2ccccc2F)CC1	i

# In the list so far, 5 contain a CF3 group.
Structure	GIRK2 activator
CN(C)CCCn1c(C2CC(=O)N(c3cccc(C(F)(F)F)c3)C2)nc2ccccc21 (stereo not drawn)	i
Cc1nn(-c2nc(C)c(C)c(=O)[nH]2)c(C)c1CCC(=O)Nc1ccc(C(F)(F)F)cc1	i
COC(=O)Nc1ccc(CC(=O)NCC(F)(F)F)cc1	i
COCCNC(=O)Cn1nc2c(c1NC(=O)c1cccc(C(F)(F)F)c1)CSC2	i
COc1cccc(S(=O)(=O)N2CCOC(c3ccc(C(F)(F)F)cc3)C2)c1 (stereo not drawn)	i

# Later entries
Structure	GIRK2 activator
CC(=O)c1sc(NC(=O)c2cccc(S(=O)(=O)C(C)C)c2)nc1-c1ccccc1	i
O=C(Nc1cccc(F)c1)c1csc(Nc2ccccc2)n1	i
O=C(O)COc1ccc(/C=C2\SC(=O)N(CC(=O)c3ccccc3)C2=O)cc1	i
CCn1nnc2c(N3CCN(C(=O)COc4ccc(C)cc4)CC3)ncnc21	i
CCC(=O)NCCS(=O)(=O)N1CCN(c2ccccn2)CC1	i
Cc1nn2c(NCCN3CCOCC3)c3c(nc2c1-c1ccccc1)CCCC3	i
CCOC(=O)N1CCC(NC(=O)C(=O)Nc2cc(C)on2)CC1	i
COc1ccc(N2CCN(C(=O)c3ccccc3C(F)(F)F)CC2)nn1	i
C=C(C)Cn1c(N2CCN(c3cccc(Cl)c3)CC2)nc2c1c(=O)[nH]c(=O)n2C	i
COc1ccc(CCS(=O)(=O)NCC(c2cccn2C)N2CCCC2)cc1 (stereo not drawn)	i
CN(C(=O)CSc1nnc(-c2ccncc2)o1)c1ccccc1	i
COc1ccc(NC(=O)NCC(C)(O)c2ccccc2)c(OC)c1 (stereo not drawn)	i
O=C(NCC1CCN(C(=O)Nc2ccc(F)cc2)CC1)Nc1cccs1	i
O=C(CN1C(=O)c2ccccc2S1(=O)=O)Nc1ccc(OC(F)(F)F)cc1	i
Cc1cc(F)ccc1S(=O)(=O)NCC(c1ccccc1Cl)N(C)C (stereo not drawn)	i
O=C(c1ccc(F)cc1Cl)N1CCC(Cn2cccn2)CC1	i
COc1nn(C)cc1C(=O)NCC(=O)NCC(F)(F)F	i
O=C(/C=C/c1ccccc1)N1CCN(Cc2nc(-c3ccco3)cs2)CC1	i
COc1cc(NC(=O)c2cccc(Br)c2)ccc1N1CCCC1=O	i
COC(=O)c1ccc(S(=O)(=O)NCC#CCN2CCc3ccccc3C2)cc1	i
CSCCC(C)(O)CNC(=O)c1cccc(C(F)(F)F)c1 (stereo not drawn)	i
COC(=O)c1ccc(CN2CC(c3nc(-c4cccc(C(F)(F)F)c4)no3)C2)o1	i
O=C(NCCc1ccccc1)Nc1ccc(N2CCCS2(=O)=O)cc1	i
COc1cccc(N2CC(c3nc4ccccc4n3CC(O)COc3cccc(C)c3)CC2=O)c1 (stereo not drawn)	i
COCC(C)NC(=O)c1c(C(F)(F)F)nn(C2CCCN(C(C)C)C2)c1C (stereo not drawn)	i
Cc1ccc(NC(=O)c2ccc3nnc(SCC(=O)NCc4ccc(Cl)cc4)n3c2)cc1	i
O=C(NCCC1=CCCCC1)C1COCC(=O)N1Cc1ccccc1 (stereo not drawn)	i
Cc1ccc(N2CCN(S(=O)(=O)N3CCCCC3)CC2)c(C)c1	i
Cn1nnc2c(N3CCN(C(=O)c4cccs4)CC3)ncnc21	i
COc1ccc(CC(=O)Nn2cnc3c(cnn3C(C)(C)C)c2=O)cc1OC	i
O=C(Cc1cc(-c2ccc(Cl)cc2)on1)Nc1ccc2c(c1)OCO2	i

# Seven structures already listed, ordered by formula weight, highest first:
Structure	GIRK2 activator
Cc1ccc(NC(=O)c2ccc3nnc(SCC(=O)NCc4ccc(Cl)cc4)n3c2)cc1	i
COC(=O)c1ccc(S(=O)(=O)NCC#CCN2CCc3ccccc3C2)cc1	i
COCC(C)NC(=O)c1c(C(F)(F)F)nn(C2CCCN(C(C)C)C2)c1C (stereo not drawn)	i
COc1cc(NC(=O)c2cccc(Br)c2)ccc1N1CCCC1=O	i
O=C(NCCc1ccccc1)Nc1ccc(N2CCCS2(=O)=O)cc1	i
O=C(Cc1cc(-c2ccc(Cl)cc2)on1)Nc1ccc2c(c1)OCO2	i
COc1nn(C)cc1C(=O)NCC(=O)NCC(F)(F)F	i

# From PubChem BioAssay
